UBC13 polyUb: inhibitors of human UBC13 polyubiquitin chain formation | TR-FRET | inhibition, % at 20 µM | 330,000 tested, 0.47% active | P61088; in the data active = inhibition above about 45%, passing the limit was not always enough
Target sequence (P61088 whole entry, looked up): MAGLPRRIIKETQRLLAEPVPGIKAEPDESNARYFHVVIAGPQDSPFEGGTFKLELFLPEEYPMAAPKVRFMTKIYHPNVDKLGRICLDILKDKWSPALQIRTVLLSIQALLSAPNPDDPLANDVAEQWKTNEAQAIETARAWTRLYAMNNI
EBI2 block: antagonists of human EBI2 receptor; EBI2 beta-arrestin recruitment, luminescence, 7a,25-OHC stimulated; inhibition, % at 5 µM; 360,000 tested, 0.81% active; P32249; in the data active = inhibition above about 38%;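 also: enzyme fragment complementation signal reports receptor beta-arrestin coupling in cells; 0% = agonist plus DMSO wells and 100% = wells without agonist; some results beyond the cut were filed as inactive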
Target sequence (P32249 whole entry, looked up, the tested form may be a part): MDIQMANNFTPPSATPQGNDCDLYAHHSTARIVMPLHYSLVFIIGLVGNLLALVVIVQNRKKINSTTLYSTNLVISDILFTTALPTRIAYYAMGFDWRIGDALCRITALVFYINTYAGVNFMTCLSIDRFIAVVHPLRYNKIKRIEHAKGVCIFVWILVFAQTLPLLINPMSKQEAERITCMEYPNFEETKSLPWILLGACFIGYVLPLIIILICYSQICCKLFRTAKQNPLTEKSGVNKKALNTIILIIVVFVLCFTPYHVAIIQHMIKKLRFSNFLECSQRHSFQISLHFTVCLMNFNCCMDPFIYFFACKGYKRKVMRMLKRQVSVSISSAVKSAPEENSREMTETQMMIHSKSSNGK
Apaf1 inhib: inhibitors of human Apaf-1 apoptosome. AID 489030. 330,000 tested, 0.71% active. reconstituted apoptosome caspase-3 activity, DEVD-Rh110 fluorescence. inhibition, % at 20 µM; active = inhibition of at least 40% at 20 µM;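 also: plate controls were DMSO wells for no effect and DEVD-CHO caspase inhibitor wells for full effect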
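Assay system: Apoptosome proteins | Medium: pH 7.5 Hepes buffer with CHAPS, BSA, DTT | Also added: Cytochrome c and DEVD-Rh110 substrate | Times: 30 min plus 50 min, RT | Detection: Rhodamine 110 fluorescence at Ex 480/Em 540 nm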
SENP8 inh: blocks the human protease SENP8; Q96LD8; purified SENP8, Z-RLRGG-aminoluciferin cleavage, luminescence; inhibition, % at 10 µM; 330,000 tested, 1.2% active
697 NFkB inh: lowers PMA/ionomycin-induced NF-kB signal in 697 B cells; 697 B-cell NF-kB luciferase reporter, 16 h; inhibition, % at 4 µM; 330,000 tested, 0.33% active; in the data active = inhibition above about 35%
Jurkat NFkB inh: lowers PMA/ionomycin-induced NF-kB signal in Jurkat cells | PMA/ionomycin-induced NF-kB luciferase reporter, luminescence | inhibition, % at 4 µM | 330,000 tested, 0.53% active | AID 435003
CCR6 antag: antagonists of human CCR6 receptor. P51684. inhibition, % at 20 µM. CHO-K1 CCR6 PathHunter beta-arrestin, luminescence, CCL20-stimulated. 340,000 tested, 0.49% active;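 active = compounds whose inhibition of the agonist-driven luminescence signal at 20 µM reaches about 50%, limit read from the data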;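 also: cells stimulated with CCL20 at 14 nM final; plate controls were DMSO with CCL20 for no effect and DMSO without agonist for full effect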
Target sequence (P51684 whole entry, looked up): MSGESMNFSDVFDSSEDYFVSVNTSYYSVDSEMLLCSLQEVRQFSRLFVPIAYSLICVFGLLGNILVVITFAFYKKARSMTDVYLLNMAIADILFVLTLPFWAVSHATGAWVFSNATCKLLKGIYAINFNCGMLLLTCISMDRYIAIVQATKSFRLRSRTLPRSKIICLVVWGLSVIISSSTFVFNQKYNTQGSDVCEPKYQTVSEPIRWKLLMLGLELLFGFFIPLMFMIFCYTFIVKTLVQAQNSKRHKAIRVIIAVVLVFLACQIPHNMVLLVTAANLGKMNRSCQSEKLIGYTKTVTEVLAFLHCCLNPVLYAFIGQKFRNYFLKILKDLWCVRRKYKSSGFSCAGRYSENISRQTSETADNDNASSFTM
Gli-Sufu antag: Gli-Sufu pathway antagonism; 340,000 tested, 0.74% active; inhibition, % at 5 µM; AID 588413; Sufu-KO-LIGHT fibroblasts, Gli luciferase reporter luminescence;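 active = inhibition above about 55%, limit read from the data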;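 also: 0% = DMSO-treated cells and 100% = wells with medium but no cells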
An asterisk follows results filed as active. Rule as the data show it, unless noted: active = inhibition above about 50%; inactive = the rest. These rows are one share of the data, so the mix of outcomes need not match the whole.

SMILES	UBC13 polyUb	EBI2 block	Apaf1 inhib	SENP8 inh	697 NFkB inh	Jurkat NFkB inh	CCR6 antag	Gli-Sufu antag
Cc1ccnc(NC(=O)c2ccc(S(=O)(=O)N3CCCCC3)cc2)c1	-27	-2	7	-14	-28	-12	5	-3
Cc1nc2c(C(=O)N3CCCC3)cnn2c(C)c1Cc1c(F)cccc1Cl	24	-4	-20	0	-3	-4	-3	-1
Cc1sc2nc(CSCC(=O)Nc3ccccc3C#N)[nH]c(=O)c2c1C	-11	9	0	0	-40	27	13	2
CCOC(=O)c1c(C)[nH]c(C(=O)OCc2ccc(F)cc2)c1C	7	7	5	-11	-158	-112	3	-70
Cc1ccc(C)c(S(=O)(=O)Nc2ccc(C(N)=O)cc2)c1	1	4	-1	0	12	-10	11	9
Cc1c(Cl)cccc1NC(=O)C1Cc2ccccc2CN1C(=O)c1ccccc1 (stereo not given)	5	3	9	-6	7	-17	16	-2
S=c1[nH]nc(-c2cccc3ccccc23)n1-c1cccnc1	-4	-7	-14	0	4	-7	-10	-3
O=C(C1CCCCC1)N1CCc2[nH]c3ccc(F)cc3c2C1	11	3	15	1	29	-10	11	-5
Cc1ccc(C(C)C)c(OCC(=O)NNC(=O)Nc2ccccc2)c1	1	-5	11	-8	-49	-13	-1	-5
O=c1c2ccccc2nc(SCc2nnc(-c3ccccc3)o2)n1-c1ccccc1	5	5	-3	0	7	-5	-11	5
CC1CCN(S(=O)(=O)c2ccc3c(c2)N(CC(=O)N(C)Cc2ccco2)C(=O)CO3)CC1	-7	16	13	3	-21	13	17	9
Cc1cc(C)c(C(=O)CN2C(=O)C(=O)N(C3CCCC3)C2=O)cc1C	0	-1	14	2	-13	-26	11	-6
CCN1C(=O)C(CC(=O)Nc2ccc(F)cc2)N(Cc2ccco2)C1=S (stereo not given)	-4	1	-10	-9	-3	8	10	0
CSCCC(=O)NC1CCCN(CCc2ccccc2)C1 (stereo not given)	-8	-9	-4	-15	-41	-8	8	20
Cc1nc(N)sc1-c1nnc(SCC(=O)Nc2nccs2)n1C	-9	0	5	-4	3	-19	9	-5
CC12CCC(C(=O)N3CCC(Cc4ccccc4)CC3)(C(=O)C1=O)C2(C)C (stereo not given)	-2	6	15	4	-3	-8	9	2
O=[N+]([O-])c1ccc(NCc2ccccn2)nc1	-4	4	-8	1	-20	-30	19	-24
CCOC(=O)CN1C(=O)/C(=C/c2cccc(Br)c2)Oc2ccccc21	20	15	2	7	8	-2	-6	9
CC1=NN(c2nc(-c3ccc(C)cc3)cs2)C(=O)C1N=Nc1ccc2ccccc2c1 (stereo not given)	-30	13	12	-2	-24	-1	49	6
COCCNc1nc(=S)[nH]c2cc(OC)c(OC)cc12	-11	-18	7	-6	11	3	-9	1
CN(C)/C=C(\C#N)C(=O)Nc1ccccc1	1	-5	-6	-2	-9	-19	-7	-24
COC(=O)CCC(=O)COc1ccccc1C#N	0	-2	0	-1	9	-18	-3	0
COc1c(C)cc(Br)cc1C(=O)Nc1cccc(-c2nc3ncccc3o2)c1	18	11	23	7	-3	13	11	6
Cc1cccc(NC(=S)N(CCN(C)C)C(C)c2cccnc2)c1 (stereo not given)	6	-11	-3	-2	-18	-18	3	11
COC(=O)CCN(C(=O)c1ccc2c(c1)OCO2)c1ccccn1	-3	0	-11	2	18	-6	1	-10

Only Jurkat NFkB inh (2 entries from above):
smiles | Jurkat NFkB inh
CC1CCN(S(=O)(=O)c2ccc3c(c2)N(CC(=O)N(C)Cc2ccco2)C(=O)CO3)CC1 | 13
CC12CCC(C(=O)N3CCC(Cc4ccccc4)CC3)(C(=O)C1=O)C2(C)C (stereo not given) | -8

Next section:
SMILES	UBC13 polyUb	EBI2 block	Apaf1 inhib	SENP8 inh	697 NFkB inh	Jurkat NFkB inh	CCR6 antag	Gli-Sufu antag
Cc1ccc(C(=O)N2CCN(c3ccc(C(F)(F)F)cn3)CC2)cc1	4	8	4	2	6	17	-7	7
CCOc1ccc(NC(=S)Nc2cccc3cnccc23)cc1	-27	66*	96*	-3	-25	12	9	6
CN(C(=O)COc1ccc(Oc2ccccc2)cc1)C1CCS(=O)(=O)C1 (stereo not given)	-3	-3	4	-12	-12	4	-8	-7
c1ccc2cc(CN3CCOCC3)ccc2c1	-2	-10	-19	-3	5	5	15	-3
COc1cc(C2Nc3ccc4ccccc4c3C3=C2C(=O)CC(C)(C)C3)ccc1OCC(=O)O (stereo not given)	-10	-6	-6	5	-5	9	-8	1
C[C@H](CO)N1C[C@H](C)[C@@H](CN(C)Cc2ccncc2)Oc2c(NS(=O)(=O)c3ccc(F)cc3)cccc2C1=O	8	-13	-10	-4	12	8	1	-2
Cc1cccc(C)c1NC(=S)NN(Cc1ccccc1)c1ccccc1	-4	4	9	0	-11	-8	-13	5
COc1cccc(CNC(=O)c2nnn(CC(=O)Nc3ccc(C)c(C)c3)c2N)c1	4	-13	0	16	26	-5	14	-3
Cc1cccc(C)c1NC(=O)CSc1nnc(C)n1CC1CCCO1 (stereo not given)	8	5	-2	7	11	-3	-6	4
COc1ccc(N2CCN(C(=O)NCc3ccc(OC)c(Cl)c3)CC2)cc1	12	6	-8	6	7	6	10	56*
CCC1(CC)NC(=O)N(CC(=O)NCc2ccc3c(c2)OCO3)C1=O	1	1	-4	-4	27	4	-10	-11
O=C(CSc1nnc(COc2ccccc2)n1-c1ccccc1)c1cccs1	10	2	19	0	-7	5	8	9
CCOC(=O)C1CCCN(c2c(NCCCN(C)Cc3ccccc3)c(=O)c2=O)C1 (stereo not given)	5	-2	-5	-1	19	-6	-24	0
CCOc1ccc(S(=O)(=O)Nc2ccc(C(=O)N/N=C/c3c(C)nn(-c4ccccc4)c3N3CCCC3)cc2)cc1	-15	1	9	-8	-10	-8	11	-8
CC(C)CNC(=O)c1c(N)n(/N=C/c2ccccn2)c2nc3ccccc3nc12	1	29	12	-7	-46	-5	-6	27
O=C(CCC1CCN(C(=O)c2cncs2)CC1)Nc1ccccc1	-15	-4	-5	-1	13	17	-1	-11
CCN1C(=O)/C(=C/c2ccc(C)s2)NC1=S	0	-6	3	1	-1	11	20	1
COc1cccc(NC(=O)CN(C)C(=O)CCCc2c[nH]c3ccccc23)c1	19	7	-9	2	0	9	16	-26
Cc1onc(-c2ccccc2)c1C(=O)Nc1ccncc1	2	-7	2	1	-10	-20	21	-4
COc1ccc(OC)c(-c2csc(N(Cc3ccco3)C(=O)c3cccs3)n2)c1	12	26	-7	0	5	9	10	7
Cc1nc2cc(Cl)c(Cl)cc2n1-c1ccccn1	7	5	-5	2	17	14	-5	2
COc1ccccc1C1C(C#N)=C(N)Oc2c1c(-c1ccccc1)nn2-c1ccccc1 (stereo not given)	-28	-11	42*	5	15	-4	-1	4
COc1ccc(-c2cc(-c3cccnc3)c(C#N)c(N)n2)cc1	7	8	6	-3	-16	5	3	2
N#Cc1ccccc1OCC(=O)NNC(=O)CNC(=O)c1ccc(Br)o1	-5	4	4	-12	11	2	11	-1
O=c1c2c3n(c(=S)nc2[nH]n1-c1ccccc1)CCCCC3	-11	-2	5	5	-4	3	-1	1
SMILES	UBC13 polyUb	EBI2 block	Apaf1 inhib	SENP8 inh	697 NFkB inh	Jurkat NFkB inh	CCR6 antag	Gli-Sufu antag
CCCCNC(=O)CCn1c(=O)c2ccccc2n(Cc2ccc(Cl)cc2)c1=O	13	-10	2	-2	12	-6	8	-6
O=C(Nc1ccccc1)[C@@H]1CC=C[C@@H]2CCN(Cc3ccccc3)C(=O)[C@@H]21	-8	0	2	-3	17	13	10	-15
O=C(Nc1ccccc1[N+](=O)[O-])c1cc2ccccc2nc1Cl	-12	-1	-20	-2	-7	-21	6	0
COc1ccc(C(=O)NNC(=O)c2cccc(F)c2)cc1	-18	-6	20	1	-55	-68	0	1
COC(=O)c1ccc(C(=O)OC)c(NC(=S)N2CCN(C(=O)C3CCCO3)CC2)c1 (stereo not given)	-5	2	-2	-6	-6	-17	8	-1
CC1(OC(=O)CCc2ccccc2)C(=O)C=C2C=C(c3ccc(C#N)cc3)N(C3CCCCC3)C=C2C1=O (stereo not given)	-48	-16	29	6	22	6	8	3
COc1cc(C)c(C)cc1S(=O)(=O)N1CCN(Cc2ccc3c(c2)OCO3)CC1	2	-10	3	-4	5	2	22	6
Cc1ccc(C2=NN3C(C2)c2ccccc2OC32C(=O)Nc3ccccc32)cc1 (stereo not given)	0	17	28	24	-196	-167	7	-22
Cc1ccc(CN2CC(C(=O)Nc3ccccc3N3CCCC3)CC2=O)cc1 (stereo not given)	13	5	24	9	13	-1	12	-1
CCNC(=O)CC1C(=O)N(c2ccc(F)cc2)C(=O)N1Cc1ccc(OC)cc1 (stereo not given)	11	0	-28	6	10	0	3	-4
COc1ccc(/C(N)=N/OC(=O)Cc2ccc(C)cc2)cc1OC	7	-13	-4	-7	-4	6	1	-4
CC(Oc1ccc([N+](=O)[O-])cc1)C(=O)NCC1CCCO1 (stereo not given)	-7	-1	-3	-4	8	-5	0	3
Cc1cc(NC(=O)CC(C)(C)C)nc2c1c(=O)oc1ccccc12	4	-9	5	-1	16	-11	-8	4
O=C(Cn1nnc(-c2ccc(S(=O)(=O)N3CCCC3)cc2)n1)Nc1ccccc1-n1cccc1	5	3	10	-5	16	3	9	-1
CCCCN(C)C(=O)C1CCN(c2ccc(S(=O)(=O)N3CCOCC3)cc2[N+](=O)[O-])CC1	3	2	21	-4	18	16	11	7
CC(Oc1ccc(Cl)cc1)C(=O)Nc1cccc(S(=O)(=O)N2CCOCC2)c1 (stereo not given)	5	0	-5	-3	16	-7	8	4
CCN1CCN(S(=O)(=O)c2ccc(Cl)c(C(=O)NCc3ccco3)c2)CC1	-7	5	7	-7	2	-11	13	-5
COc1cc(C(=O)NCC(=O)OCc2ccc(F)cc2)cc(OC)c1OC	-6	1	0	-11	8	-20	1	-6
COc1ccccc1-n1cnc2cc(C(=O)NCCCN3CCOCC3)ccc21	-7	-10	0	-3	-2	-3	-7	-2
CC(=O)/C(=N/Nc1ccc(Br)cc1)Sc1cccc2cccnc12	-5	-3	23	-6	9	23	7	7
Cc1[nH]c2ccc(C(=O)NCCCN3CCCC3)cc2c1C	14	-3	11	-4	3	13	-8	2
COc1ccccc1NC(=O)CN(C)S(=O)(=O)c1cccc2cccnc12	-3	2	-3	6	-11	5	8	2
COC(=O)c1ccc(CNC(=O)C23CC4CC(CC(C4)C2)C3)cc1	-2	5	7	2	-9	-21	10	-3
COc1cc(C(=O)OCC(=O)N2CCC(Cc3ccccc3)CC2)cc(OC)c1OC	5	6	15	11	15	2	6	1
CNC(=O)c1cccc(NC(=O)CCCNC(=O)c2ccc(Cl)cc2)c1	-1	-5	-3	2	-7	0	3	6
COc1cc(C2NC(=O)NC(C)=C2C(=O)OC2CCCC(C)C2)ccc1O (stereo not given)	-1	-16	15	-6	-13	9	5	-1
CC1(C)CC(=O)C=C(Nc2ccccc2F)C1	3	1	-2	-9	-9	-7	7	-3
COC(=O)c1cc(NS(=O)(=O)c2ccc(N3CCCCCC3)c([N+](=O)[O-])c2)cc(C(=O)OC)c1	-5	0	12	-3	14	11	29	21
COC(=O)CN1C(=O)[C@H]2[C@@H](c3ccc(C)o3)N3C(=O)CN(CC4CC4)C(=O)[C@@]3(C)[C@H]2C1=O	4	-4	15	-6	13	-11	-2	-12
COC(=O)N1CN(C(=O)OC)CN(C(=O)OC)C1	10	7	-9	35	16	6	13	39

7 entries out of the list, sorted by number of heavy atoms, ascending:
SMILES	UBC13 polyUb	EBI2 block	Apaf1 inhib	SENP8 inh	697 NFkB inh	Jurkat NFkB inh	CCR6 antag	Gli-Sufu antag
O=C(C1CCCCC1)N1CCc2[nH]c3ccc(F)cc3c2C1	11	3	15	1	29	-10	11	-5
O=C(Nc1ccccc1[N+](=O)[O-])c1cc2ccccc2nc1Cl	-12	-1	-20	-2	-7	-21	6	0
O=C(CCC1CCN(C(=O)c2cncs2)CC1)Nc1ccccc1	-15	-4	-5	-1	13	17	-1	-11
Cc1ccnc(NC(=O)c2ccc(S(=O)(=O)N3CCCCC3)cc2)c1	-27	-2	7	-14	-28	-12	5	-3
COc1cccc(NC(=O)CN(C)C(=O)CCCc2c[nH]c3ccccc23)c1	19	7	-9	2	0	9	16	-26
COc1cccc(CNC(=O)c2nnn(CC(=O)Nc3ccc(C)c(C)c3)c2N)c1	4	-13	0	16	26	-5	14	-3
COc1cc(C(=O)OCC(=O)N2CCC(Cc3ccccc3)CC2)cc(OC)c1OC	5	6	15	11	15	2	6	1

Screens: PubChem, Sanford-Burnham Center for Chemical Genomics
